# Bioassay records from PubChem.
# FXIIa inh 1536: human FXIIa protease inhibitors, primary screen, biochemical, 1536-well; 220,000 tested, 0.3% active; inhibition, % at 5 µM; Coagulation factor XII (Homo sapiens), P00748; AID 800, 2007; purified FXIIa, Boc-QGR-AMC fluorogenic substrate, 2 h; in the data active means inhibition above about 40%;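 further: 0% = enzyme with no compound and 100% = blank without enzyme; many of its hits are not listed in these tables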
# PERK inh: block of dimerizer-induced PERK translation repression, primary screen, PERK inhibitor project, CHO PERK-DD cells, SEAP luminescence, HTS | Eukaryotic translation initiation factor 2-alpha kinase 3 (Homo sapiens), Q9NZJ5 | CHO PERK-DD fusion, SEAP luminescence translation reporter | inhibition, % at 5.6 µM | 220,000 tested, 0.17% active;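 active means inhibition above the mean inhibition of all tested compounds plus 3 SD, set separately per screening campaign, cut at about 2.9% in these data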;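 further: PERK kinase domain activated by AP20187 dimerizer at 100 nM; 0% = DMSO with dimerizer and 100% = rapamycin at 8.4 µM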
# Calpain2 inh: inhibitors of pig calpain II, primary screen, biochemical, fluorogenic peptide substrate, 1536-well; purified calpain II, 30 min; inhibition, % at 16 µM; 220,000 tested, 0.37% active; AID 1236, 2008;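 active means inhibition above about 50%, limit read from the data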
# Furin inhibitor: human furin inhibitors, primary screen, biochemical, fluorescence intensity; AID 463115, 2010; purified furin, fluorogenic substrate cleavage; P09958; inhibition, % at 30 µM; 220,000 tested, 0.061% active; in the data active means inhibition above about 25%; further: inactives centre near -15
# Thrombin inh: human alpha-thrombin inhibitors, primary screen, counter-screen for coagulation protease inhibitor project, biochemical, 1536-well, fluorogenic AMC substrate | Prothrombin (Homo sapiens), P00734 | Boc-VPR-AMC fluorogenic substrate cleavage | inhibition, % at 5 µM | 220,000 tested, 0.26% active | AID 1046, 2008;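 active means inhibition at or above 40%; inactive means inhibition below 40%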;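 further: 0% = enzyme with no compound and 100% = wells without enzyme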
#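 Assay system: human alpha-thrombin enzyme. Reagent: Boc-VPR-AMC substrate, 15 µM final. Compound dosing: one concentration per compound, 5 µM, with 0.2% DMSO. Incubation: room-temperature reaction. Technique: AMC fluorescence, 355/460 nm. Measure: % inhibition relative to enzyme controls and enzyme-free blanks.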
# KCC2 mod: KCC2 cotransporter modulators, thallium flux, primary screen, cell-based, HEK293 KCC2, FluoZin-2 fluorescence, MLSMR; Solute carrier family 12 member 5 (Homo sapiens), Q9H2X9; KCC2 cells, thallium flux FluoZin-2 fluorescence; B-score of Tl+ flux slope (higher = more flux/activation; lower = inhibition) at 10 µM; 190,000 tested, 2.2% active; AID 1456, 2008;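 active means thallium flux slope and its plate-corrected score both differing from the plate sample mean at a set confidence after two filtering rounds, in either direction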;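 further: slope of fluorescence scaled to starting intensity during 10 to 20 s after thallium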
# hK5 inh: human KLK5 protease inhibitors, primary screen, biochemical, 1536-well; Kallikrein-5 (Homo sapiens), Q9Y337; recombinant hK5, fluorogenic AMC substrate cleavage; inhibition, % at 5 µM; 210,000 tested, 0.59% active;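 active means inhibition of 40% or more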;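 further: 0% = enzyme controls without compound and 100% = no-enzyme blanks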
# Target sequence (Q9Y337 67-293 limits assumed): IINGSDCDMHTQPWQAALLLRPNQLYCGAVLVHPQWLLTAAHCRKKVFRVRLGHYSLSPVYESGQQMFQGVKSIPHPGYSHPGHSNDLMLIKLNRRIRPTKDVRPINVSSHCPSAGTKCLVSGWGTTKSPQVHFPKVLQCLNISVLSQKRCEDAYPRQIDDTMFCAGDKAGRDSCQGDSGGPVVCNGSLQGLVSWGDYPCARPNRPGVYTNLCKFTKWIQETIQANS
# Rad51 HR inh: human RAD51 strand exchange inhibitors, primary screen, biochemical, fluorescence. DNA repair protein RAD51 homolog 1 (Homo sapiens), Q06609. hRad51 DNA strand exchange, fluorescence dequenching. inhibition, % at 10 µM. 200,000 tested, 0.085% active;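 active means inhibition above 40% at the single screening dose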;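 further: 0% = DMSO control wells and 100% = blanks with heterologous ssDNA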
#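 Test system: preformed human Rad51 ssDNA filaments; also added: Donor/quencher-labelled 47-bp dsDNA substrate; doses: 10 µM final, single point; times: 37 °C 15-min filament assembly, 30-min compound preincubation, 15-min exchange; detection: FRET fluorescence dequenching, excitation 485 nm, emission 520 nm; read-out basis: Fluorescence-based percent inhibition, control- and blank-normalised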
# FXIa inh: human FXIa protease inhibitors, primary screen, biochemical, 1536-well; Coagulation factor XI (Homo sapiens), P03951; purified FXIa, Boc-Glu-Ala-Arg-AMC fluorogenic substrate; inhibition, % at 5 µM; 220,000 tested, 0.14% active; AID 798, 2007;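 active means inhibition of at least 40%; inactive means inhibition below 40%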;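 further: fluorescence of freed AMC excited at 355 nm; 0% = enzyme without compound and 100% = no enzyme blank; many of its hits are not listed in these tables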
# Target sequence (P03951 19-387 limits assumed): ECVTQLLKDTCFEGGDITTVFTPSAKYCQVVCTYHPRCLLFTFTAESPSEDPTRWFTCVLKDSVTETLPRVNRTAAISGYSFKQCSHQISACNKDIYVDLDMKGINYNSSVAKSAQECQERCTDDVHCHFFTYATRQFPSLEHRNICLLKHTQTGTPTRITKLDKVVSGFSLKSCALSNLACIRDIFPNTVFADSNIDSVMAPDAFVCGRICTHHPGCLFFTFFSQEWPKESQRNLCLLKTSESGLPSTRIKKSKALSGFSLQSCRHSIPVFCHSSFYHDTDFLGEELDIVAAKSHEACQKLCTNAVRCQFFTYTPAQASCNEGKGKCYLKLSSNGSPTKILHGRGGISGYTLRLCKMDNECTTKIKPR
# Target sequence (P03951 388-625 limits assumed): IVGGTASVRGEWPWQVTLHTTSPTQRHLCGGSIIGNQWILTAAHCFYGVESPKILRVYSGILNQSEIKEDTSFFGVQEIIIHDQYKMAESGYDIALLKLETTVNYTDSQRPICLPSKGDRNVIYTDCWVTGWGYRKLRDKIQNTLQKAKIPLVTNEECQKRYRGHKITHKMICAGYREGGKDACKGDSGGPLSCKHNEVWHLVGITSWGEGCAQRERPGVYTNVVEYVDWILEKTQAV
# Starred values were filed as active, the others as inactive; i = inactive; · = not tested or not shown; & = joins results of further samples; [ ] = remark or other dose.
SMILES,FXIIa inh 1536,PERK inh,Calpain2 inh,Furin inhibitor,Thrombin inh,KCC2 mod,hK5 inh,Rad51 HR inh,FXIa inh
COc1ccc(C(=O)C[n+]2ccc(C)cc2)cc1,7,-0.1,-4,-14,-9,1.3,-4,3,-6
NC(=O)C(C(=O)/C=C/c1ccc(Cl)cc1)=C1SCCS1,4,0.5,-22,-16,-6,-0.033,-5,-1,-5
COc1ccc(CNC(=O)c2sc(=S)n(-c3ccc(OC)cc3)c2N)cc1,12,-1.1,-12,-12[20 µM],-4,0.76,-9,-3,6
Cc1cc(C)nc(-n2nc(C)cc2NC(=O)CNC(C)c2ccccc2)n1 (stereo not drawn),-3,0.3,-26,-20,7,0,-30,-6,-15
COc1ccccc1-c1nc(-c2ccccc2)nc(N2CCN(C)CC2)c1C#N,-7,0.2,-51,-24,-2,0.73,-28,6,-7
C=CCNC(=O)c1cc(Cl)ccn1,9,1.0,20,-25,3,0.00064,0,1,-2
O=C(CN1C(=O)NC(Cc2ccccc2)C1=O)Nc1ccccc1 (stereo not drawn),-3,0.2,47,-12[20 µM],21,-1.8,-14,3,-4
O=[N+]([O-])c1cccc(-c2noc(-c3ccco3)n2)c1,7,-0.6,4,-10,1,0.8,-4,11,3
Cc1ccc2nc(-c3ccncc3)cc(C(=O)NCCc3ccc(F)cc3)c2c1,-7,0.9,-38,-21,4,-0.53,-21,6,-7
Cc1ccccc1NC(=O)NC(N)=O,6,0.7,-17,-29,-5,0.48,-2,0,-2
Cc1c(C(=O)N2CCOCC2)[nH]c2ccc(OCc3ccccc3)cc12,5,-1.6,-84,-18[20 µM],-8,-4,-20,2,2
CN(C)S(=O)(=O)c1ccc(NC(=S)NC(=O)c2ccc(Br)o2)cc1,9,0.0,19,-10,-4,13*,8,-6,1
COC(=O)Nc1ccc(S(=O)(=O)N2CCCC(C(=O)N3CC(C)OC(C)C3)C2)cc1 (stereo not drawn),3,0.9,-1,-25,-4,0.78,·,·,-2
C=CCN1C(=O)/C(=C2/Sc3ccc(OC)cc3N2C)SC1=Nc1ccccc1,6,0.7,-55,-16,-12,0.78,-1,-6,-5
COc1ccccc1N/C=C(\C#N)c1nc2ccccc2[nH]1,13,-0.3,-5,-27,-1,0.56,6,-12,3
CCOC(=O)c1nnc(-c2ccc(C)cc2)nc1N1CCSCC1,23,-0.5,17,-5,2,-1.4,16,-12,17
CC(=O)Nc1nonc1-c1nc2ccccc2n1CCC#N,10,-0.8,-69,-24,0,-0.2,14,4,-8
Cc1ccc(-c2cc(C(=O)NCc3ccccn3)c3ccccc3n2)cc1,10,-0.6,-470,-30[20 µM],-18,-0.1,-18,-5,-4
Cc1nn(-c2ccccc2)c(N)c1Sc1ccc([N+](=O)[O-])cc1,6,0.1,24,-2,-6,-0.64,2,2,6
CCCNc1cc(=O)n(C)c(=O)n1C,-7,-0.5,11,-26,-7,-1,5,4,-12
CN(C)CCOCCOc1ccc(Cl)cc1C(C)(C)C,9,2.4,-5,-20,-4,0.57,·,·,0
CCOc1cc(N2CCOCC2)c(OCC)cc1NC(=O)C(C)C,10,0.9,3,-23,4,0.43,11,-27,3
CCN(CC)CCN1C(=O)C(=O)/C(=C(/O)c2c(C)[nH]c(C(=O)OC)c2C)C1c1ccco1 (stereo not drawn),8,1.1,-22,-9,-2,0.65,14,-4,1
O=C(NCCn1ccc2ccccc21)c1ccc(S(=O)(=O)N2CCCCC2)cc1,5,-0.6,-6,-21,-6,0.15,-6,-8,-6
CCC1CCCCN1C(=S)Nc1ccc(OC(F)F)cc1 (stereo not drawn),5,0.1,1,-20,-5,0.18,-4,1,-1
SMILES,FXIIa inh 1536,PERK inh,Calpain2 inh,Furin inhibitor,Thrombin inh,KCC2 mod,hK5 inh,Rad51 HR inh,FXIa inh
CC1=C(C#N)CCC(=O)N1Cc1ccc(C)cc1,20,1.6,-8,-25,-1,0.53,2,-5,1
O=C(Nc1ccc(Cl)cn1)c1cccc(F)c1,29,0.5,1,0,1,·,-5,7,22
N/C(=N\OC(=O)Cc1ccc(-c2ccccc2)cc1)c1cccnc1,21,-0.8,-4,-11[20 µM],12,-0.96,23,-7,14
CC(C)Cn1c(N)c(C(=O)NCc2cccs2)c2nc3ccccc3nc21,-7,0.0,i,-24,-10,-1.1,-75,-4,-10
CCC(=O)c1ccc(N2CCCCC2)c(F)c1,6,1.0,-24,-36,-30,1.7,-1,11,-1
O=C(O)c1ccccc1C(=O)NCCc1ccc(Cl)cc1,11,0.3,2,-11,-15,0.088,19,-22,19
O=C(CN1C(=O)c2ccccc2S1(=O)=O)NCc1cccnc1,17,-0.1,-11,-16,2,·,1,-8,3
Cc1ccc(C)n1NC(=O)c1ccc([N+](=O)[O-])cc1,14,0.1,-9,-22,0,1.2,-1,22,-1
O=C(c1cc(COc2c(F)cccc2F)on1)N1CCC(c2ccccc2Cl)C1 (stereo not drawn),8,1.3,55*,-8,0,·,·,·,3
Cn1cccc1C(=O)NC(=O)COC(=O)c1ccc(O)cc1,25,1.1,10,-5[20 µM],0,0.57,-13,6,18
CCOC(=O)CC(=O)CSc1nc(C)nc2c1oc1ccccc12,12,-0.9,11,-30,-1,-0.8,-5,1,2
Cc1ccc(N2CC(C(=O)Nc3ccncc3)CC2=O)cc1 (stereo not drawn),3,0.8,10,-15[20 µM],-8,-0.55,-2,0,-14
CC1(c2ccc(Cl)c(Cl)c2)NC(=S)N2C1NC(=S)N2c1ccccc1 (stereo not drawn),6,0.7,-65,-17[20 µM],-4,-2.4,-11,·,-4
CCCc1nc2ccccc2c(C(=O)OC2CCOC2=O)c1CC (stereo not drawn),-2,2.0,-6,-17,4,·,-16,6,5
Cc1c(C(=O)N/N=C/c2ccc(O)cc2)sc(=S)n1C,7,0.3,-29,-20,-3,0,-2,-6,6
CC(/C=N/N1CCN(c2ccccn2)CC1)=C\c1ccccc1,0,0.5,-4,-15,2,-0.43,-3,5,5
Cc1ccc(NC(=O)CN(C)S(=O)(=O)c2cccs2)cc1F,-13,0.3,19,-13[20 µM],-6,-1.8,7,-10,-9
Cc1ccc(C)c(NC(=O)C2CCCN2S(=O)(=O)c2ccc3c(c2)n(C)c(=O)c(=O)n3C)c1 (stereo not drawn),11,0.8,-38,1,1,-0.57,-11,·,5
O=C(COC(=O)C1CCC1)Nc1ccc(Oc2ccccc2)cc1,11,1.0,27,-11[20 µM],2,0.083,-14,-2,-3
OCCC1CN(Cc2cccn2-c2cccnc2)CCN1C1CCCCC1 (stereo not drawn),2,0.7,-3,-21,-6,·,7,·,-4
CCCc1nnc(NC(=O)c2ccc([N+](=O)[O-])cc2)s1,26,2.1,17,-23,-6,-0.76,2,-9,24
COC(=O)c1ccc(COc2cccc3c2CCN(Cc2ccccc2)C3=O)o1,10,-0.4,23,-17,-5,-0.64,3,3,7
CC1(C)C(c2ccccc2)=[N+]([O-])C2(CCCCC2=O)N1O (stereo not drawn),16,0.6,-21,-23[20 µM],-1,-0.27,-11,4,7
CCCc1nc(NCc2ccncc2)c2nnn(Cc3ccccc3F)c2n1,-6,-0.8,-4,2[20 µM],-2,0.24,0,-6,-8
NC(=O)N1c2ccccc2CC(=O)c2ccccc21,2,2.1&1.6,16&-14,-25,-3,1.2&-0.66,-2,-17,-5

# Quoted at random: 2 compounds from above
SMILES,FXIIa inh 1536,PERK inh,Calpain2 inh,Furin inhibitor,Thrombin inh,KCC2 mod,hK5 inh,Rad51 HR inh,FXIa inh
O=C(Nc1ccc(Cl)cn1)c1cccc(F)c1,29,0.5,1,0,1,·,-5,7,22
CCOC(=O)CC(=O)CSc1nc(C)nc2c1oc1ccccc12,12,-0.9,11,-30,-1,-0.8,-5,1,2

# (continued)
SMILES,FXIIa inh 1536,PERK inh,Calpain2 inh,Furin inhibitor,Thrombin inh,KCC2 mod,hK5 inh,Rad51 HR inh,FXIa inh
COc1ccc(C2(C(=O)NCc3ccco3)CCCC2)cc1OC,11,-0.4,-12,-21[20 µM],5,0.29,3,0,5
CCOC(=O)CNC(=O)c1c2c(nc3ccccc13)CCCC2,3,-1.1,-2,-17,-1,·,-7,6,2
Cc1ccc2nc(SCC(=O)N3CCCC3)[nH]c2c1,14,-0.8,-30,-20,0,1.7,-25,-2,-1
O=C(CN1CCN(Cc2ccccc2)CC1)N1CCCCCC1,1,-0.2,16,-13,-16,-1.6,-1,9,-7
CC1Cc2cc(/C(O)=C3/C(=O)C(=O)N(CCN4CCOCC4)C3c3cccc(Cl)c3)ccc2O1 (stereo not drawn),3,-0.1,-16,-10,-2,-0.69,-2,-10,-4
CCC(C)NC(=O)Nc1ccc(F)c(Cl)c1 (stereo not drawn),6,-0.4,11,-11,-1,0.64,-2,-15,-6
CCc1ccccc1NC(=S)N(Cc1cccnc1)Cc1ccco1,6,0.1,1,-14,-3,-0.14,-3,·,3
CCOC(=O)N1CCN(C(=O)CCn2c(=S)[nH]c3ccsc3c2=O)CC1,4,1.4,19,-6,-8,0.097,-5,-17,-2
CCOC(=O)Nc1ccc2c(c1)N(C(=O)C(C)N1CCCC1)c1ccccc1CC2 (stereo not drawn),17,-0.7,-3,-10[20 µM],6,-0.34,2,2,3
CCC(CC)NC(=O)COC(=O)c1cc(Br)ccc1Cl,9,0.8,14,0,-3,-0.1,-5,-2,0
CCOC(=O)c1nc(C)nc(Sc2n[nH]c(-c3ccc(C(C)(C)C)cc3)n2)c1C,9,0.2,-21,-6,1,-3.2,-8,-9,-8
CCCCNC(=O)N1CCN(S(C)(=O)=O)CC1,1,0.5,1,-17,-4,-0.45,-8,-1,-6
Cc1cc(NC(=O)CSc2nc3ccccc3c(=O)n2Cc2ccc(F)cc2)no1,0,-0.3,21,-21,0,3.5*,-1,1,6
Cc1c(-c2nc(-c3ccc(C(C)(C)C)cc3)no2)n(C)oc1=O,12,0.4,18,-11,4,0.4,0,12,3
CCOC(=O)c1ccc(CNC(=O)CSc2nc(NC(=O)c3ccccc3)c3c(C)c(C)oc3n2)cc1,4,-0.7,i,-22[20 µM],-3,0.033,-7,-2,-5
CCC(OC(=O)c1nsc(Cl)c1Cl)C(=O)NC(C)(C)C (stereo not drawn),1,-0.6,-7,-40,1,-0.26,-17,4,-8
COc1cc(C2c3[nH]c4ccccc4c3CCN2Cc2cn(C)nc2C)ccc1F (stereo not drawn),5,1.2,-63,-28,0,·,·,·,-2
COc1cccc(N(C(=O)Cn2nnc(-c3cccs3)n2)C(C(=O)NC(C)C)c2ccc(C)o2)c1 (stereo not drawn),4,-0.7,-8,-1[20 µM],-4,-0.22,-10,-2,-2

# A portion of the library, so the mix of outcomes need not match the whole.
